NCOA2 inhibitor – inhibits human steroid receptor coactivator 2 | inhibition, % at 9 µM | HEK293 GAL4-SRC2 luciferase reporter, luminescence | actives 0.17% (n = 370,000) | AID 651957;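 active = inhibition above the mean inhibition of all tested compounds plus 3 SD, set per campaign, cut at about 52% in these data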;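 also: 0% = DMSO treated cells and 100% = cells given Gossypol at 36 µM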
Target sequence (Q15596 whole entry, looked up, the tested form may be a part): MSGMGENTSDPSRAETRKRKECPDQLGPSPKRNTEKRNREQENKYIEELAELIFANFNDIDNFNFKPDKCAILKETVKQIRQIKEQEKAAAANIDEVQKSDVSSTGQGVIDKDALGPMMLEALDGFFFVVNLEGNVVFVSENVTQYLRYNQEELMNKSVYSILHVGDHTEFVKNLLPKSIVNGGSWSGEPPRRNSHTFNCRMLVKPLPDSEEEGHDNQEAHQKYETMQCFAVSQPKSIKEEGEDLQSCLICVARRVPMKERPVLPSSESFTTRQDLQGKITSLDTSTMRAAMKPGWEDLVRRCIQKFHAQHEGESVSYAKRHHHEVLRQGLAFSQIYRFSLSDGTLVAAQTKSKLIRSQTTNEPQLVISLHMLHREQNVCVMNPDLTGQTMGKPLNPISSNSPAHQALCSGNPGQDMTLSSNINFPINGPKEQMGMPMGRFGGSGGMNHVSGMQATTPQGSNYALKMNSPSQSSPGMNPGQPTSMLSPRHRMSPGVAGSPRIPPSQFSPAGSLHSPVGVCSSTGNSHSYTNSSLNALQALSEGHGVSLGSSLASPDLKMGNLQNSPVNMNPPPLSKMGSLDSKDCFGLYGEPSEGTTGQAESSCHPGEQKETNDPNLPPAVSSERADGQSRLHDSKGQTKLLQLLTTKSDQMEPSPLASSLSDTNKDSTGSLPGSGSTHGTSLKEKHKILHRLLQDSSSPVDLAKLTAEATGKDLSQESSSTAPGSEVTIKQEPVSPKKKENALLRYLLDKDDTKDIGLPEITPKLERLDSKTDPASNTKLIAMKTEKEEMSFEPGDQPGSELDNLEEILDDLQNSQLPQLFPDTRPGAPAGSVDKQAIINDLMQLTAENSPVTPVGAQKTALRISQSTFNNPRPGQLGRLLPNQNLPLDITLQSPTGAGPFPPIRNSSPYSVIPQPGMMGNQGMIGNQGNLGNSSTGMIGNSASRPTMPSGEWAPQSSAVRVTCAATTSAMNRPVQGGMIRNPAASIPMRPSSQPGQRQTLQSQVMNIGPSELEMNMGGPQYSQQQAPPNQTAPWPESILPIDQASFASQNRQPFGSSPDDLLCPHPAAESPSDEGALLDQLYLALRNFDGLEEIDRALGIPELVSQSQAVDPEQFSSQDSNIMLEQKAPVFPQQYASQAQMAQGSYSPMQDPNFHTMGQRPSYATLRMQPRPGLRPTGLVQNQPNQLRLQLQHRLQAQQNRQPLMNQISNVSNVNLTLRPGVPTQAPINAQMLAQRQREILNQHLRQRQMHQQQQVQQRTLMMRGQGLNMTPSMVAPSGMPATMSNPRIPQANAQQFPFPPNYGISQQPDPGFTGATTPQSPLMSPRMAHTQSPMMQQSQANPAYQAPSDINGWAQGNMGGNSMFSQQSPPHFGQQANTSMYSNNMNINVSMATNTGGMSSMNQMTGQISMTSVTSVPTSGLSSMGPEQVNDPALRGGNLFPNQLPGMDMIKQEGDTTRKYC
NR5A2 inv ag – NR5A2 inverse agonism in reporter assay; inhibition, % at 3.6 µM; HEK293T StAR-luciferase reporter, LRH-1 transfected, 24 h; actives 0.13% (n = 360,000);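 active = inhibition above the mean inhibition of all tested compounds plus 3 SD, cut at about 73% in these data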;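 also: 0% = DMSO wells and 100% = reporter-only cells lacking LRH-1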
SRC1 inh – inhibitors of human steroid receptor coactivator 1 (SRC1); inhibition, % at 3.6 µM; actives 0.12% (n = 360,000); Q15788; AID 588354; HEK293 GAL4-SRC1 luciferase reporter, luminescence;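 active = inhibition above the campaign mean plus 3 SD, with each screening campaign given its own cutoff, cut at about 60% in these data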;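 also: 0% = DMSO treated cells and 100% = gossypol at 36 µM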
TROY NFkB inh – TROY signaling inhibition; inhibition, % at 10 µM; actives 0.98% (n = 360,000); Q293 LMP1-TROYcd NF-kB luciferase reporter, 4 h;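 active = compounds whose plate-normalised and pattern-corrected inhibition of the luciferase reporter signal at the single screening dose is 50% or more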
CF NFkB block – inhibitors of cystic fibrosis induced NF-kB | KKLEB NF-kB-GFP reporter, PAF-induced, GFP fluorescence overnight | inhibition, % at 5 µM | actives 0.86% (n = 360,000);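 active = at least 50% inhibition at 5 µM, scaled per plate between neutral and stimulator controls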;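 also: PAF is a Pseudomonas aeruginosa culture filtrate used as stimulus; plate controls were PAF-stimulated DMSO wells for no effect and unstimulated DMSO wells for full effect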
EBV LMP1 NFkB – reduces LMP1-driven NF-kappaB luciferase signal | LMP1-induced NF-kappaB luciferase reporter cells, luminescence | inhibition, % at 12.5 µM | actives 0.69% (n = 350,000); in the data active = inhibition above about 41%;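 also: 0% = neutral control wells and 100% = reference inhibitor control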
TWEAK Fn14 block – TWEAK-Fn14 signaling inhibition; TWEAK-stimulated Fn14 reporter cells, luciferase luminescence, 8 h; inhibition, % at 10 µM; actives 2% (n = 360,000); in the data active = inhibition above about 50%
TRAIL sens C8 – caspase-8 TRAIL sensitization | NB7+C8 cells + TRAIL, ATPlite viability luminescence | inhibition (viability loss, TRAIL sensitization), % at 10 µM | actives 1% (n = 360,000);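 active = compounds causing at least 50% loss of cell viability in the single-dose screen, relative to plate controls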
NCOA3 inh – human NCOA3 inhibition; AID 588352; HEK293 GAL4-SRC3 luciferase reporter, luminescence; inhibition, % at 3.6 µM; actives 0.17% (n = 360,000);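 active = inhibition above a per-campaign cutoff, the mean of all compounds plus 3 SD, cut at about 60% in these data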;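 also: 0% = DMSO-treated cells and 100% = gossypol-treated cells at 36 µM; higher means less SRC3-driven luciferase light from the GAL4 reporter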
KKLEB tox – CF airway cell cytotoxicity counter-screen | KKLEB CF airway cells viability, ATPlite luminescence, overnight; active compounds read low; cells stimulated with P. aeruginosa culture filtrate | AID 602141 | actives 0.36% (n = 360,000) | activity change (cytotoxicity), % at 5 µM;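 active = corrected activity change at or below -50% at 5 µM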
NR2F2 inh – inhibitors of human COUP-TFII (NR2F2); P24468; HEK293T NGFI-A luciferase reporter, luminescence; inhibition, % at 8.6 µM; actives 0.7% (n = 370,000);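 active = inhibition above a per-plate cutoff, mean inhibition of test wells between control levels plus 3 SD, cut at about 38% in these data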;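 also: cells cotransfected with COUP-TFII expression vector driving the NGFI-A reporter; 0% = median of COUP-TF2 test wells and 100% = reporter-only cells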
The depositor's hits bear a star; nt = not tested or not shown.

Values in the order – NCOA2 inhibitor	NR5A2 inv ag	SRC1 inh	TROY NFkB inh	CF NFkB block	EBV LMP1 NFkB	TWEAK Fn14 block	TRAIL sens C8	NCOA3 inh	KKLEB tox	NR2F2 inh
1	COc1ccccc1S(=O)(=O)NCc1ccc(C(=O)NC(C)c2ccccn2)cc1 (stereo not drawn)
→ 4	4	-1	-13	-12	-5	13	19	-14	21	-1
2	CC(C)C[C@H]1CN([C@@H](Cc2ccc(O)cc2)CN2CCC[C@@H]2CN2C(=S)NC[C@@H]2Cc2ccccc2)C(=S)N1CC1CCCCC1
→ -28	-5	-28	1	3	nt	-12	1	5	-3	17
3	CN(C)c1ccc(-c2nnc(SCC3CCCO3)n2C)cc1 (stereo not drawn)
→ -32	-58	-36	-20	-19	-12	0	-1	-31	5	-37
4	CCCNC(=O)N(C)C[C@@H]1Oc2cc(C#C[C@H](C)O)ccc2S(=O)(=O)N([C@H](C)CO)C[C@H]1C
→ 13	1	-15	-8	-4	4	10	-14	-1	4	12
5	COc1cc(/C=C(\C#N)c2ccccn2)ccc1OCc1ccc(Cl)cc1
→ 9	0	4	-89	-32	9	43	19	-6	-10	5
6	CC(=O)NC1=NN(C(C)=O)C(C)(c2ccc(Br)cc2)S1 (stereo not drawn)
→ 12	6	-10	-12	5	5	-8	11	-15	-5	17
7	CC1(C)OC(=O)C2=C(C[C@@H](CCOCc3ccccc3)O[C@H]2c2ccc(F)cc2)O1
→ 29	15	10	8	8	nt	0	-1	1	1	2
8	O=C(CCc1ccccc1)NCc1ccccn1
→ -6	22	8	14	-7	-1	-8	-1	7	3	-3
9	CC(=O)Nc1ccc(S(=O)(=O)N(C)CC(=O)OCC(=O)N2CC(C)OC(C)C2)cc1 (stereo not drawn)
→ -49	11	-9	4	5	1	-4	-3	-10	4	-6
10	O=C(CSc1nnc(CNC(=O)c2ccco2)o1)Nc1ccc(OC(F)(F)F)cc1
→ 10	-4	6	26	-6	32	-3	-5	5	5	-1
11	COc1cc(CC(=O)OCC(=O)NC2CCCCCC2)cc(OC)c1OC
→ -14	-7	-3	2	19	-1	-11	-3	10	-10	-6
12	CC[C@]12c3[nH]c4cc(CCC(=O)N(C)C)ccc4c3CCN1C(=O)[C@@H](CC(=O)NCCc1ccccn1)C[C@@H]2C(=O)N1CCN(C(=O)c2ccco2)CC1
→ -60	-12	-12	-20	-10	-14	1	-1	-26	9	3
13	CC(C)CCNCC(=O)NC(c1ccccc1)c1ccccc1
→ 1	-9	3	-6	-7	-2	20	2	-7	-1	2
14	Cn1nnc2cc(C(=O)NC3CCCCC3)ccc21
→ 1	-33	-18	-34	1	59*	-19	-6	-9	3	12
15	CC(=O)N/C(=C\c1ccccc1)C(=O)OCC(=O)N(CC(C)C)c1c(N)n(Cc2ccccc2)c(=O)[nH]c1=O
→ -2	4	0	5	-12	-4	-5	-7	3	28	-14

A section taken from the entries so far, as a working copy:
Values in the order – NCOA2 inhibitor	NR5A2 inv ag	SRC1 inh	TROY NFkB inh	CF NFkB block	EBV LMP1 NFkB	TWEAK Fn14 block	TRAIL sens C8	NCOA3 inh	KKLEB tox	NR2F2 inh
1	COc1ccccc1S(=O)(=O)NCc1ccc(C(=O)NC(C)c2ccccn2)cc1 (stereo not drawn)
→ 4	4	-1	-13	-12	-5	13	19	-14	21	-1
2	CC(C)C[C@H]1CN([C@@H](Cc2ccc(O)cc2)CN2CCC[C@@H]2CN2C(=S)NC[C@@H]2Cc2ccccc2)C(=S)N1CC1CCCCC1
→ -28	-5	-28	1	3	nt	-12	1	5	-3	17

(list continues)
Values in the order – NCOA2 inhibitor	NR5A2 inv ag	SRC1 inh	TROY NFkB inh	CF NFkB block	EBV LMP1 NFkB	TWEAK Fn14 block	TRAIL sens C8	NCOA3 inh	KKLEB tox	NR2F2 inh
16	COC(=O)C1CCCN1C(=O)C12CC3CC(CC(C3)C1)C2 (stereo not drawn)
→ -30	5	21	-20	32	3	15	3	10	-3	12
17	O=C(Cc1ccc(Cl)cc1)NNC(=S)NC(=O)c1cccs1
→ -2	-6	-9	-11	-2	0	-12	-7	3	-2	-7
18	CCOC(=O)N1CCN(C(=O)CSc2nnc(COc3ccc(Cl)cc3)o2)CC1
→ -13	15	1	-5	8	1	5	-6	25	8	21
19	Cc1ccc(NC(=O)CNC(=O)c2ccc(Br)o2)nc1
→ -1	10	-7	-25	-18	0	-3	-6	18	18	4
20	CC(C)c1ccccc1NC(=O)COC(=O)c1cccnc1
→ -16	9	-4	3	-14	-2	17	-3	2	3	-1
21	COc1cc(C(=O)Nc2c(C)cc(C)cc2C)c(-n2cnnn2)cc1OC
→ 6	12	-3	-7	-5	1	-7	14	11	-9	-3
22	Cc1ccc2nc(-c3ccc(NC(=O)CSc4nc(N)cc(=O)[nH]4)cc3)sc2c1
→ -57	-118	-100	-19	-21	-14	-7	15	-80	-2	-49
23	O=C(O)c1cc(=O)[nH]c2c(Cl)cccc12
→ -13	13	6	9	-3	-8	1	-12	-10	-25	15
24	CCN(CC)c1ccc(/C=N/NC(=O)CN2CCCc3ccccc32)cc1
→ -5	39	-37	-4	-20	-12	17	6	-9	24	-16
25	COc1ccc(C2C([N+](=O)[O-])=C(C)N(C)C(=O)N2C)cc1OC (stereo not drawn)
→ -20	-4	-17	-1	21	-3	-2	-8	11	10	-19
26	CC(C)(C)NC(=O)NCc1cccnc1
→ -10	-14	7	10	16	2	13	8	10	-2	6
27	CN1CCC23c4ccccc4NC1C21CCN(C)C3Nc2ccccc21
→ 15	4	-8	4	-14	-1	-20	-9	8	14	10
28	CCOC(=O)c1c(NC(C)=O)sc2c(OCC(O)CNC(C)(C)C)c(Br)ccc12 (stereo not drawn)
→ -4	0	3	-30	-28	-4	-136	0	6	-23	1
29	CC1CCCCN1C(=O)/C(=C\c1ccccc1)c1ccccc1 (stereo not drawn)
→ 10	7	-17	13	-1	-2	0	13	14	-7	13
30	CCN(CC)CCCNC(=O)C1CCN(c2ncnc3c2sc2cccc(F)c23)CC1
→ 3	10	6	-8	-24	7	-19	8	-3	-4	-18

Additional results follow:
Values in the order – NCOA2 inhibitor	NR5A2 inv ag	SRC1 inh	TROY NFkB inh	CF NFkB block	EBV LMP1 NFkB	TWEAK Fn14 block	TRAIL sens C8	NCOA3 inh	KKLEB tox	NR2F2 inh
31	O=C(OCc1ccccc1)C1=[N+]([O-])OC(C(=O)OCc2ccccc2)C1c1c[nH]c2ccccc12 (stereo not drawn)
→ 7	11	-9	-26	-16	-3	-1	-6	18	-1	8
32	O=C(Nc1cc(S(=O)(=O)N2CCCC2)ccc1Cl)c1ccncc1
→ -14	11	0	-6	23	-4	-2	4	-8	1	7
33	CCc1cc(=O)oc2c(C)c(OCC(=O)N3CCCc4ccccc43)ccc12
→ 2	-2	3	9	5	6	23	18	14	11	-5
34	Cc1c(NC(=O)C(C)OC(=O)[C@@H](NC(=O)c2ccccc2)C(C)C)c(=O)n(-c2ccccc2)n1C (stereo partly drawn)
→ 12	9	-38	1	13	1	13	-5	4	7	-2
35	O=C(CSc1ccc2c(c1)OCCO2)NCCN1C(=O)CSC1=O
→ -41	-1	7	-25	-5	-11	7	8	-6	4	-13
36	O=C(O)c1ccc(CNC(=S)Nc2ccccc2)cc1
→ -1	9	2	-8	-4	-2	2	-5	9	12	-1
37	COc1ccc(OCc2nnc(SCC(=O)O)n2N)cc1
→ 7	-2	6	12	-10	-9	3	-2	19	19	-15
38	CC(C)c1nnc(SCC(=O)N2CCc3ccccc32)n1C
→ 13	-6	-21	3	-7	-3	0	-12	9	-8	2
39	Cc1ccccc1CN1CCCC(C(=O)Nc2ccccc2Oc2cccnc2)C1 (stereo not drawn)
→ 8	-14	3	-2	15	0	-2	7	20	-2	16
40	COc1ccc(-n2ccc(=O)c(C(=O)Nc3ccc(S(=O)(=O)Nc4nccs4)cc3)n2)cc1
→ 19	-27	10	14	4	1	-5	9	-17	-2	2
41	CS(=O)(=O)Nc1ccc(C(=O)Nc2ccc(S(=O)(=O)Nc3nccs3)cc2)cc1
→ -19	8	-7	9	-7	-10	10	-4	18	2	2
42	CC(C)(C)NC(=O)c1cc([N+](=O)[O-])ccc1N1CCCCC1
→ -4	-5	-6	5	-7	4	1	-4	18	6	7
43	COc1ccc(CNC(=O)/C=C/c2cc([N+](=O)[O-])ccc2OC(F)F)cc1OC
→ -28	16	-15	-2	-1	2	-9	-11	9	5	-13
44	CC(OC(=O)CCCSc1nc2ccccc2s1)C(=O)NC(N)=O (stereo not drawn)
→ 0	-2	1	11	-5	0	22	-3	-3	3	2
45	O=C(NCC(=O)N1CCN(Cc2c(F)cccc2Cl)CC1)c1cccc(Cl)c1
→ -21	7	7	4	18	5	8	16	1	-7	5

Next section.
Values in the order – NCOA2 inhibitor	NR5A2 inv ag	SRC1 inh	TROY NFkB inh	CF NFkB block	EBV LMP1 NFkB	TWEAK Fn14 block	TRAIL sens C8	NCOA3 inh	KKLEB tox	NR2F2 inh
46	CCSc1nc2c(cnn2-c2ccccc2)c(=O)n1N
→ -49	-101	-91	-69	11	-5	-16	3	-83	5	-32
47	COc1ccc2[nH]c(C)c(C(=O)CN(C)C)c2c1
→ -3	19	-3	4	13	12	17	-11	-5	3	-6
48	COc1ccccc1C(c1nnnn1C(C)(C)C)N1CCN(Cc2ccccc2)CC1 (stereo not drawn)
→ -11	13	3	-12	-3	-23	-12	11	15	6	-31
49	Cc1ccc(-n2c(COc3ccccc3)nnc2SCC(=O)O)cc1
→ -29	-29	8	-12	7	2	-9	-26	14	0	9
50	Cc1cccc(CCNC(=O)C2CCC(CNc3c(N4CCCC4)c(=O)c3=O)CC2)c1 (stereo not drawn)
→ -7	6	-7	-1	6	2	-3	2	5	-7	18
51	O=C(CSc1n[nH]c(-c2ccccc2Br)n1)NC(=O)NCc1ccco1
→ 11	7	-3	-17	-1	-1	8	1	3	3	-16
52	Cc1ccc(S(=O)(=O)Cc2ccc(C(=O)NCCCN3CCCC3=O)o2)cc1
→ 5	-6	3	-23	-4	-3	9	-7	0	10	-9

Among those listed so far, these contain two or more sulfur atoms.
Values in the order – NCOA2 inhibitor	NR5A2 inv ag	SRC1 inh	TROY NFkB inh	CF NFkB block	EBV LMP1 NFkB	TWEAK Fn14 block	TRAIL sens C8	NCOA3 inh	KKLEB tox	NR2F2 inh
2	CC(C)C[C@H]1CN([C@@H](Cc2ccc(O)cc2)CN2CCC[C@@H]2CN2C(=S)NC[C@@H]2Cc2ccccc2)C(=S)N1CC1CCCCC1
→ -28	-5	-28	1	3	nt	-12	1	5	-3	17
17	O=C(Cc1ccc(Cl)cc1)NNC(=S)NC(=O)c1cccs1
→ -2	-6	-9	-11	-2	0	-12	-7	3	-2	-7
22	Cc1ccc2nc(-c3ccc(NC(=O)CSc4nc(N)cc(=O)[nH]4)cc3)sc2c1
→ -57	-118	-100	-19	-21	-14	-7	15	-80	-2	-49
35	O=C(CSc1ccc2c(c1)OCCO2)NCCN1C(=O)CSC1=O
→ -41	-1	7	-25	-5	-11	7	8	-6	4	-13
40	COc1ccc(-n2ccc(=O)c(C(=O)Nc3ccc(S(=O)(=O)Nc4nccs4)cc3)n2)cc1
→ 19	-27	10	14	4	1	-5	9	-17	-2	2
41	CS(=O)(=O)Nc1ccc(C(=O)Nc2ccc(S(=O)(=O)Nc3nccs3)cc2)cc1
→ -19	8	-7	9	-7	-10	10	-4	18	2	2
44	CC(OC(=O)CCCSc1nc2ccccc2s1)C(=O)NC(N)=O (stereo not drawn)
→ 0	-2	1	11	-5	0	22	-3	-3	3	2
